# Screens from PubChem.
# L3MBTL1 block: inhibitors of human L3MBTL1. AID 485360. Potency, µM (doses to about 57.1 µM), without a hit: at the top dose activity, negative = inhibition, usual class: inhibitors. 230,000 compounds, 0.66% hits. Q9Y468. AlphaScreen L3MBTL1–H3K9me1 peptide binding; further: potency means the concentration at half of the fitted maximal effect; on the % scale 0 is the no-effect control and ±100 the full control effect; nearly all actives have a fitted effect of over 60% in size
# Target sequence (Q9Y468 whole entry, looked up): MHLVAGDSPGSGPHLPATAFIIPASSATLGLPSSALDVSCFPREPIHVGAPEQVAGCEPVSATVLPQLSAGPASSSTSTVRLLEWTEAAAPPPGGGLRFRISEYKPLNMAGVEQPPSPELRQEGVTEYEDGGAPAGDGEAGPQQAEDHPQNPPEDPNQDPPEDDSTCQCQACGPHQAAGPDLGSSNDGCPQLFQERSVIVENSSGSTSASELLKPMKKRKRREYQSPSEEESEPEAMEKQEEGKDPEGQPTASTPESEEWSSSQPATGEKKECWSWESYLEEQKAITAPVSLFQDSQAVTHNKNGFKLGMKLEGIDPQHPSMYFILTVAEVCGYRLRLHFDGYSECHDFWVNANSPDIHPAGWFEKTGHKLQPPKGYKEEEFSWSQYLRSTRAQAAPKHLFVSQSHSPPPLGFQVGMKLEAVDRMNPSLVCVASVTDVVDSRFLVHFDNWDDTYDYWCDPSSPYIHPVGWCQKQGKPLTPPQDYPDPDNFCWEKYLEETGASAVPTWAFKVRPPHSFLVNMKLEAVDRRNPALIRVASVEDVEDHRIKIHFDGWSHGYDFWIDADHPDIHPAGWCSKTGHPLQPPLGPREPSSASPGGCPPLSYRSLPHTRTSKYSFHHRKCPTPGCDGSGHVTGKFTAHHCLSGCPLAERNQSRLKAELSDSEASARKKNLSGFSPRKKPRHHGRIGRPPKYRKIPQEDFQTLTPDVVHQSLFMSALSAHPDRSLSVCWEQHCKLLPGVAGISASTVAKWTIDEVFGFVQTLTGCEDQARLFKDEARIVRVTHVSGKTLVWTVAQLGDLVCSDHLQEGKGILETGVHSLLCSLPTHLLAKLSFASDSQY
#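 Read-out is AlphaScreen signal from streptavidin donor and nickel chelate acceptor beads (10 ug/mL final each) bridging L3MBTL1 (50 nM) and biotinylated K9-monomethylated H3(1-15) peptide (75 nM), after 30 min compound exposure at room temperature.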
# NPSR antag: antagonists of human neuropeptide S receptor cAMP signaling. Q6W5P4. CHO-NPSR cells, cAMP TR-FRET, antagonist mode. Potency, µM (top dose mostly 38.3 µM), inactives show at the top dose activity change, negative = inhibition, most hits filed as inhibitors. 220,000 compounds, 1% hits; further: potency means the concentration at half of the fitted maximal effect; on the % scale 0 is the no-effect control and ±100 the full control effect; nearly all actives have a fitted effect of over 50% in size; many of its hits are not listed in these tables
# CBFb RUNX1 block: inhibitors of human CBF-beta and RUNX1 interaction; Q01196+Q13951; AlphaScreen CBFb-His/RUNX1-biotin binding, biochemical; Potency, µM (titrated, usually from 59.8 µM), without a hit: at the top dose activity, negative = inhibition, actives largely listed as inhibitors; 230,000 tested, under 10 active; AID 1477; further: % of control where 0% means no effect
#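 Compounds were screened at multiple concentrations against a preformed CBF-beta(His)/RUNX1(biotin) complex (30 nM of each) for 15 min at room temperature, followed by 90 min with nickel and streptavidin beads and AlphaScreen reading.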
# Epigenetic derep: epigenetic control regulation, reporter derepression. murine LDR cells, GFP reporter derepression, 30 h. Potency, µM (highest dose often 53.9 µM), for inactives: at the highest dose GFP activation, hits mostly activators. 280,000 compounds, 0.2% hits. AID 1865; further: potency means the concentration at half of the fitted maximal effect; % of control where 0% means no effect; nearly all actives have a fitted effect of over 60% in size
#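 Reporter derepression read as number of fluorescent GFP-positive objects, 20-120 um in size, counted by laser-scanning cytometer. Mouse LDR line with an epigenetically silenced CMV-GFP locus; compound incubation 30 h, 37 C.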
# IMPase Li cell: membrane-permeable IMPase blocker, potentiated with lithium | CHO-M1 cells, IP1 TR-FRET (IP-One), carbachol + lithium | Potency, µM (top dose mostly 59.4 µM), without a hit: at the highest dose activity, negative = IMPase inhibition, actives largely listed as inhibitors | 210,000 compounds, 0.35% hits | AID 1457;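 further: IP1 builds up when IMPase is blocked and the TR-FRET signal falls; potency means the concentration at half of the fitted maximal effect; plate controls were basal vehicle for no effect and high inhibitor control for full effect; nearly all actives have a fitted effect of over 50% in size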
#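 IP1 accumulation measured by competitive TR-FRET in lysed CHO-M1 cells after 30 min compound exposure at 37C, with a small lithium addition to potentiate weak responses. Hill-equation AC50 from ratio and donor-channel data.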
# Luc counter: counter-screen: inhibitors of Kinase-Glo firefly luciferase | Potency, µM (titrated, usually from 38.3 µM), inactives show at the highest dose activity change, negative = inhibition, most hits filed as inhibitors | Q27757 | Kinase-Glo luciferase, ATP luminescence, 8 min | 200,000 compounds, 0.28% hits | AID 1379; further: potency means the concentration at half of the fitted maximal effect; on the % scale 0 is the no-effect control and ±100 the full control effect; nearly all actives have a fitted effect of over 60% in size
#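 Compound is pinned into ATP-containing buffer (10 uM ATP, imidazole pH 7.2, 7 mM MgCl2). Kinase-Glo luciferase reagent is then added. Light output is recorded following an 8-min room-temperature incubation.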
# HttQ103 aggreg: mutant huntingtin aggregation inhibition | PC12 HttQ103-GFP aggregates, Acumen cytometry, 40 h | Potency, µM (titrated, usually from 46.1 µM), inactives show at the top dose activity change, negative = inhibition, actives largely listed as inhibitors | 220,000 compounds, 1.1% hits; further: potency means the concentration at half of the fitted maximal effect; on the % scale 0 is the no-effect control and ±100 the full control effect; nearly all actives have a fitted effect of over 60% in size
#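 Using laser scanning cytometry, GFP-positive aggregates were counted after lysis of PC12 cells induced with 100 nM tebufenozide to express HTT exon 1 Q103–GFP. Compounds were tested in titration.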
# The depositor's hits bear a star; ? = inconclusive; . = not tested or not shown; & = joins results of further samples; [ ] = another dose, or the depositor's remark. The call rests on the fitted dose curve; in most records, active means well fitted curve in the direction sought with a large enough effect; inconclusive means small, poorly fitted or top-dose-only effect, or another doubt; inactive means no such curve, though single readings can be large; an effect the other way counts as inactive or inconclusive.
# Sequence of screens: L3MBTL1 block	HttQ103 aggreg	Luc counter	NPSR antag	Epigenetic derep	CBFb RUNX1 block	IMPase Li cell
- COc1ccccc1NC(=O)Cc1csc(N)n1
  1%	-14%	0%	-6%[46.1 µM]	-3.0%	3%	6%[38.3 µM]
- CCOc1cccc(-c2cc(C(=O)NN)[nH]n2)c1
  5%	17%	-1%	11%	11%	-1%	0%
- O=[N+]([O-])c1cc(Br)c(O)c(/C=N/Nc2nnnn2-c2cccc3ccccc23)c1
  .	?	-3%	?	-1.5%	?	21%[38.3 µM]
- CCC(C(=O)OCC(=O)Nc1cccc(C(C)=O)c1)c1ccccc1 (stereo unspecified)
  5%	-2%	0%	-9%	-0.5%	4%	5%
- O=C(NCc1ccc2c3c(cccc13)C(=O)N2)c1cccs1
  -1%	-21%[9.22 µM]	.	-12%	-2.2%	20%	.
- COc1cc(O)c(C(CCN2CCCC2)c2ccc3c(c2)OCO3)c(OC)c1 (stereo unspecified)
  .	-5%[9.22 µM]	.	16%	-1.5%	-13%&-18%	.
- CCNC(=O)c1cc(Cl)ccc1OC
  -6%	13%	1%	11%	0.0%	4%	-2%
- CNS(=O)(=O)c1ccc(N2CCCC2=O)c([N+](=O)[O-])c1
  10%	8%	5%	24%	-0.1%	9%	2%
- CCOC(=O)/C(C#N)=C/c1cccc(F)c1
  .	10%	3%	17%	2.2%	-2%	4%
- Cc1ccc(S(=O)(=O)CCC(=O)OCc2ccccc2F)cc1
  2%	11%	-1%	6%	1.2%	0%	10%
- CCCCN=C1CC(C)(C)CC(=O)/C1=C(/O)CCCN1C(=O)c2ccccc2C1=O
  ?	8%	3%	-18%	-0.2%	12%	10%
- Cc1ccc(S(=O)(=O)NCc2n[nH]c(=S)n2C)cc1
  6%	?	-2%	-9%[46.1 µM]	-0.3%	1%	-4%[38.3 µM]
- COc1cc2c(C(=O)NCc3ccc4c(c3)OCO4)cn(CC(C)C)c(=O)c2cc1OC
  0%	-7%	2%	-6%[46.1 µM]	2.8%	12%	5%
- O=C(NN1C(=O)C2C3CCC(O3)C2C1=O)c1ccco1 (stereo unspecified)
  5%	-6%	-1%	13%	0.0%	9%	-3%
- COc1cccc(NC(=O)C(C)SCc2ccccc2)c1 (stereo unspecified)
  4%	-6%[9.22 µM]	-2%	-8%	-0.8%	9%	4%
- COc1cc(/C=N/NC(=O)CCc2c(C)n[nH]c2C)ccc1O
  .	1%	0%	0%[46.1 µM]	0.7%	0%	25%[38.3 µM]
- NC(=O)c1ccc(-n2nnnc2SCC(=O)c2ccc(O)c(O)c2)cc1
  ?	15%	-5%	21%	0.0%	?	9%
- O=C(c1cccs1)N1CCC(C(=O)N2CCN(Cc3ccc4c(c3)OCO4)CC2)CC1
  8%	-7%[9.22 µM]	2%	7%	1.1%	-1%	5%
- O=C(c1cccc([N+](=O)[O-])c1)c1ccc2c(c1)C(=O)N(c1c[nH]c(=O)[nH]c1=O)C2=O
  10%	21%	-1%	6%	1.1%	8%	1%
- COc1cc(SC)ccc1C(=O)N1CCN(c2ccccc2)CC1
  1%	5%[9.22 µM]	-1%	-8%	-0.1%	4%	-1%

# (more compounds)
# Sequence of screens: L3MBTL1 block	HttQ103 aggreg	Luc counter	NPSR antag	Epigenetic derep	CBFb RUNX1 block	IMPase Li cell
- CCOC(=O)c1ccc(NC(=O)CN2C(=O)CSCC2=O)cc1
  0%	-12%	-1%	15%	-1.1%	-2%	0%
- Cc1sc(NC(=O)Cn2c(=O)oc3ccccc32)nc1-c1ccc(Cl)cc1
  5%	-14%	-3%	-5%	0.0%	0%	15%
- CC(CN(C)C)CN1c2ccccc2CCc2ccccc21 (stereo unspecified)
  .	0%[9.22 µM]	-11%&-6%	1%[46.1 µM]	-0.2%&-0.5%&1.1%	3%&16%&3%	27%&35%
- O=C(Nc1ccc(Cl)cc1)NN1CC(=O)N(c2cccc(C(F)(F)F)c2)CC1=O
  .	-4%[9.22 µM]	.	3%	1.1%	2%	.
- CC(C)CSC1=NSC2=NC(=O)/C(=C\c3cccs3)C(=N)N12
  -3%	12%	0%	8%	-1.0%	-12%	-8%
- O=c1c(/C=N/OCc2ccc(Cl)cc2Cl)c[nH]n1-c1cccc(Cl)n1
  56%[activator]	10µM*	1%	-26%	0.0%	?	6%
- CC(=N)c1c(O)c2ccccc2oc1=O
  .	30%[9.22 µM]	.	11%	1.2%	8%	.
- Cc1nc2cc(NC(=O)NCc3ccccc3)ccc2o1
  6%	6%	-2%	0%[46.1 µM]	1.9%	7%	1%[38.3 µM]
- Cc1ccccc1Nc1c(-c2ccccn2)nc2ccccn12
  .	?	5%	-50%	1.1%	.	3%
- O=C(Cn1ccc([N+](=O)[O-])n1)NCc1ccco1
  -4%	0%	0%	1%[46.1 µM]	2.0%	0%	-32%[38.3 µM]
- Cc1ccccc1Cn1cc(NC(=O)c2nc3ncccn3n2)cn1
  .	-15%	2%	-1%[46.1 µM]	2.1%	5%	16%[38.3 µM]
- Nc1nonc1-n1nnc(C(=O)N/N=C/c2ccc(O)cc2)c1COc1ccc(F)cc1
  .	16%[9.22 µM]	.	-27%	0.0%	10%	.
- COc1ccc(-c2nnc(SCC(=O)N(C)C3CCS(=O)(=O)C3)n2N)cc1OC (stereo unspecified)
  9%	?	-2%	21%	-0.2%	5%	0%
- CC(c1ccccc1)N1CNc2c(c(=O)n(C)c(=O)n2C)C1 (stereo unspecified)
  -5%	3%[9.22 µM]	2%	-23%[46.1 µM]	6.8%	1%	12%[38.3 µM]
- O=C(COc1ccc(-c2nnco2)cc1)N1CCN(S(=O)(=O)c2ccccc2)CC1
  -4%	0%[9.22 µM]	-2%	-12%[46.1 µM]	0.3%	-1%	-4%[38.3 µM]
- CCC1(CC)NC(=O)N(CC(=O)OCC(=O)NC(=O)c2ccc(Cl)cc2)C1=O
  .	20%	.	11%	-2.3%	-12%	-5%
- CC(=O)NC(=S)Nc1sc2c(c1C(N)=O)CCC(C)C2 (stereo unspecified)
  -2%	-4%[9.22 µM]	-1%	3%	3.2%	-6%	0%
- Cc1nc(SCC(=O)NCc2ccco2)[nH]c(=O)c1C
  -10%	21%	-3%	1%[46.1 µM]	0.0%	1%	3%[38.3 µM]
- Cc1ccc(C2C3CN(C(C)C)CC=C3C(C#N)=C(N)C2(C#N)C#N)cc1 (stereo unspecified)
  5%[11.4 µM]	?	-4%	?	1.8%	-10%	12%[38.3 µM]
- COC(=O)C1=C(C(=O)OC)[C@@H]2N(Cc3ccccc3)c3ccccc3[C@@]23C[C@@H](C(=O)OC)N(S(=O)(=O)c2c(C)noc2C)C3=N1
  .	.	-6%[7.66 µM]	.	.	-4%[13.1 µM]	10%

# Next structures
# Sequence of screens: L3MBTL1 block	HttQ103 aggreg	Luc counter	NPSR antag	Epigenetic derep	CBFb RUNX1 block	IMPase Li cell
- CC(C)Oc1ccc(C(=O)Nc2ccc([N+](=O)[O-])cc2)cc1
  -9%	?	-5%	2%	-1.5%	-2%	5%
- COc1ccc(C2=NOC(COC(=O)c3ccc4ccccc4n3)C2)cc1 (stereo unspecified)
  1%	-1%	-1%	8%	-2.6%	-8%	12%
- N#Cc1nc(COc2cccc(Cl)c2)oc1N1CCN(c2ccccc2)CC1
  .	1%	0%	-30%[46.1 µM]	-1.0%	?	45%[activator][38.3 µM]
- O=C1CN(C(=O)c2ccccn2)c2ccccc2N1
  3%	1%	-1%	-17%[7.67 µM]	1.2%	9%	5%[38.3 µM]
- CCN(CC)CCn1cnc2c([nH]c3cccc(OC)c32)c1=O
  4%	-5%	1%	1%[46.1 µM]	1.5%	12%	-20%[38.3 µM]
- O=C(NNC(=O)c1cc(-c2cccnc2)nc2ccccc12)Nc1ccc(Cl)cc1
  -17%	-27%	0%	-41%	2.1%	1%	4%
- COC(=O)C1=C(CSCc2ccco2)NC(=O)NC1c1cc(C)ccc1C (stereo unspecified)
  .	-24%	0%	10%[46.1 µM]	-1.1%	-3%	3%[38.3 µM]
- CCOC(=O)C1(Cc2cccc(F)c2)CCN(C(=O)Cc2cccnc2)CC1
  3%	-6%[9.22 µM]	.	4%	-1.2%	14%	1%
- Cc1ccc2cc(-c3noc(C4CCCCC4)n3)c(=O)[nH]c2c1
  11%	-20%[9.22 µM]	.	4%	-0.2%	11%	-6%
- Cc1nn(-c2nc3ccccc3[nH]2)c(N)c1-c1ccccc1
  9%	-33%	-11%	-52%	-1.0%	-19%	37%[activator]
- Cc1ncc(CN2CCC(CO)(Cc3ccccc3)CC2)s1
  18%	-9%[9.22 µM]	-2%	-13%	2.0%	5%	4%
- Cc1cc(C(=O)CNCc2ccco2)c(C)n1-c1ccc(F)cc1
  -8%	?	1%	10%[46.1 µM]	0.0%	-2%	5%[38.3 µM]
- COc1cc(NC(=O)c2ccc(COCC(F)(F)F)o2)cc(OC)c1OC
  -1%	-2%	4%	-7%[46.1 µM]	-4.8%	10%	25%[38.3 µM]
- Cc1ccc(-c2ccc(CCC(=O)O)n2NC(N)=S)cc1
  2%	-7%	1%	19%	1.0%	-25%	-4%
- CC(=O)CCc1oc2ccc(C)cc2c1-c1ccc(C)o1
  -27%	7%[9.22 µM]	-1%	-38%	0.1%	2%	15%
- CCOc1ccc(C(=O)NNC2CC(=O)N(CCc3ccccc3)C2=O)cc1OC (stereo unspecified)
  1%	19%	-1%	18%	0.0%	1%	-10%
- Cc1ccc(S(=O)(=O)NCCC(=O)Nc2nccs2)cc1
  -20%	-3%	0%	7%	-0.2%	-19%	-1%
- CC1(C)CC(O)C(CCC(O)c2ccccc2)C(C)(C)N1 (stereo unspecified)
  -4%	7%	-1%	-6%[46.1 µM]	-1.8%	0%	-5%[38.3 µM]
- CCCNC(=O)Cn1cnc2sc(C(=O)N3CCCC(C(=O)OCC)C3)c(C)c2c1=O (stereo unspecified)
  -6%	21%	-7%	-20%[46.1 µM]	-1.9%	4%	-29%[38.3 µM]
- COc1ccccc1C(=O)NC(CCSC)C(=O)NCC(c1ccco1)N(C)C (stereo unspecified)
  -4%	-12%	-3%	5%[46.1 µM]	0.0%	9%	-8%[38.3 µM]
- Cc1[nH]c2ccc3c(ncn3CCC#N)c2c1C
  -4%	-9%	-3%	?	-2.8%	2%	36%[38.3 µM]

# Reformatted: 3 of the compounds above.
canonical_smiles,L3MBTL1 block,HttQ103 aggreg,Luc counter,NPSR antag,Epigenetic derep,CBFb RUNX1 block,IMPase Li cell
Cc1cc(C(=O)CNCc2ccco2)c(C)n1-c1ccc(F)cc1,-8%,?,1%,10%[46.1 µM],0.0%,-2%,5%[38.3 µM]
COc1cc(NC(=O)c2ccc(COCC(F)(F)F)o2)cc(OC)c1OC,-1%,-2%,4%,-7%[46.1 µM],-4.8%,10%,25%[38.3 µM]
Cc1ccc(-c2ccc(CCC(=O)O)n2NC(N)=S)cc1,2%,-7%,1%,19%,1.0%,-25%,-4%

# An excerpt; count on the stated rates, not on these rows.
